Screening results: PubChem, several laboratories
L major viab: Leishmania major promastigote growth inhibition | Leishmania major promastigotes, resazurin fluorescence viability | inhibition, % at 10 µM | 200,000 tested, 9% active | AID 1063; in the data active = inhibition above about 50%;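 note: promastigotes grown with compound for 44 hours at 28 °C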
ROMK mod: modulates human ROMK potassium channel activity. 130,000 tested, 2% active. B-score at 10 µM. P48048. Tet-inducible ROMK, thallium flux fluorescence; actives lie on both sides;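 active = signal ratio slope over the read window, or its plate-corrected B-score, at least 3 SD from the plate mean, either direction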;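 note: B-score of the F/F0 ratio slope over 7 to 12 s after thallium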
Redox H2O2 prof: compounds producing H2O2 with reducing agent – biochemical, NIH compound library profiling, artefact control for MLSCN library redox annotation, primary screen; activation, % at 10 µM; DTT-dependent redox cycling H2O2, phenol red/HRP absorbance; 100% = 100 µM peroxide control, 0% = buffer; 200,000 tested, 0.03% active; AID 878;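 active = activation of at least 50% relative to the plate's high and low controls in the primary single-dose screen; inactive = activation below 50%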;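 note: compound incubated with DTT at 0.8 mM final as the reducing agent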
TR-FRET SRC-2 ct: TR-FRET artefact, counter-screen to PPARgamma/SRC-2 agonist assay; active compounds read high; TR-FRET ratio at 8 µM; 200,000 tested, 0.4% active; AID 1049; in the data active = TR-FRET ratio above about 2000; note: inactives centre near 1500; reference of the scale not given here
PPARg SRC1 recr: agonists of human PPARgamma SRC-1 coactivator recruitment | P37231 | PPARgamma-SRC-1 coactivator recruitment biochemical assay | activation, % at 8 µM | 200,000 tested, 0.41% active | AID 631; in the data active = activation above about 19%;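 note: 0% = DMSO and 100% = reference agonist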
bIAP inhibitor: blocks bovine intestinal alkaline phosphatase activity. inhibition, % at 20 µM. purified bovine IAP, CDP-star luminescence, 30 min. 190,000 tested, under 10 active. AID 1019;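 active = over 50% inhibition of intestinal alkaline phosphatase at 20 µM in the single-dose screen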
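System: purified bovine intestinal alkaline phosphatase (IAP) enzyme; Input: IAP diluted 1/65,000,000 in the well; Measured by: CDP-star luminescence signal; Compound dosing: 20 µM single dose; Incubation: 30 min reaction at room temperature.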
TLR4 MyD88 comp: TLR4-MyD88 interaction inhibition in cells | 200,000 tested, 0.18% active | AID 861 | O00206+Q99836 | HeLa CL3-4 TLR4/MyD88 BLA complementation, FRET ratio | inhibition, % at 8.4 µM; in the data active = inhibition above about 25%;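 note: 0% = vehicle and 100% = reference inhibitor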
Target sequence (O00206 whole entry, looked up): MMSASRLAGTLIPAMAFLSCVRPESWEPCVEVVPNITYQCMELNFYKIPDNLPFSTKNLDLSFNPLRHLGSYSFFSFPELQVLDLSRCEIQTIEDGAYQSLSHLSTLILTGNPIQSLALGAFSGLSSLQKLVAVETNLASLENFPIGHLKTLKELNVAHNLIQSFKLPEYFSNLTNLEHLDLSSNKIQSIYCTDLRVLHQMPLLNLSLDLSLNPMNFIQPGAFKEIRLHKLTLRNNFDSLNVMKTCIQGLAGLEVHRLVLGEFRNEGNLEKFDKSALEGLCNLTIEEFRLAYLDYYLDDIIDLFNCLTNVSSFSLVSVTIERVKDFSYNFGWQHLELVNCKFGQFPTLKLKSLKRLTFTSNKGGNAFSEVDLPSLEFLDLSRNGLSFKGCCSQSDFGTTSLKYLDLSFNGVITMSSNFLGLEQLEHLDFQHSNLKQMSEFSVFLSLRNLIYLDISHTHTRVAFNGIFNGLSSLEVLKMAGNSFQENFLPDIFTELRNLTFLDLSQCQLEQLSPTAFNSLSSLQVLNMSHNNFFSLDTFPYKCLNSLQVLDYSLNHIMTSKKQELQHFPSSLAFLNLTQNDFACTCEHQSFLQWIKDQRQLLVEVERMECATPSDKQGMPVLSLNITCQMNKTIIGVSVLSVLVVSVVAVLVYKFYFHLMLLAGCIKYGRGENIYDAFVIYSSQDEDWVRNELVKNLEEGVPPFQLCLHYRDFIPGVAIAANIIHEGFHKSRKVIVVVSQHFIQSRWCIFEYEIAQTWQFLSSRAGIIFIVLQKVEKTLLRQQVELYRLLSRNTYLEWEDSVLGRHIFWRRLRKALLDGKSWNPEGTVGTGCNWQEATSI
Target sequence (Q99836 whole entry, looked up): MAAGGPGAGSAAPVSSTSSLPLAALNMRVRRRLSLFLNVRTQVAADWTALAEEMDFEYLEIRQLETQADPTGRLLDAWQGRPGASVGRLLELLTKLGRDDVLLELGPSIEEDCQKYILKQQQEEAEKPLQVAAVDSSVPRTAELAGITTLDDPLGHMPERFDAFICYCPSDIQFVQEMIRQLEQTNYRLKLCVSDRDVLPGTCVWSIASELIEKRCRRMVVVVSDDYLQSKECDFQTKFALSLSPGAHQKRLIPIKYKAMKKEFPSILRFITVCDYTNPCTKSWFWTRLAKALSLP
bIAP activator: increases bovine intestinal alkaline phosphatase activity; purified bovine IAP, CDP-star luminescence, 30 min; active compounds read high; fold of DMSO-control signal, blank-subtracted; activation factor at 20 µM; 200,000 tested, 0.17% active; AID 1016;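 active = activation factor of 2 or more at 20 µM, a signal rise over negative controls twice the positive control's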
PPARg SRC2 recr: promotes SRC-2 coactivator recruitment by human PPARgamma; P37231; PPARgamma LBD-SRC-2 recruitment, biochemical; activation, % at 8 µM; 200,000 tested, 0.34% active; AID 1032; in the data active = activation above about 22%;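 note: 0% = vehicle and 100% = reference agonist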
S1P3 antagonist: S1P3 (human) receptor antagonism | 170,000 tested, 0.27% active | Q99500 | CHO S1P3 NFAT-BLA reporter, FRET fluorescence, antagonist mode | inhibition, % at 4.98 µM;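 active = inhibition above the plate cutoff, the mean inhibition of test wells on that plate plus 3 SD, cut at about 28% in these data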;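 note: cells challenged with S1P at its EC80 of 0.8 µM; blue over green emission ratio from cleaved BLA substrate after 4 h stimulation; 0% = S1P-stimulated wells and 100% = unstimulated DMSO-only wells; some compounds past the cut are filed as inactive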
PPARg SRC-3 ag: agonists of human PPARgamma SRC-3 coactivator recruitment. biochemical PPARgamma/SRC-3 coactivator recruitment assay. activation, % at 8 µM. 200,000 tested, 0.26% active; in the data active = activation above about 23%;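 note: 0% = DMSO and 100% = reference agonist; some compounds past the cut are filed as inactive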
Active calls of the source: *; . = no result given.

canonical_smiles,L major viab,ROMK mod,Redox H2O2 prof,TR-FRET SRC-2 ct,PPARg SRC1 recr,bIAP inhibitor,TLR4 MyD88 comp,bIAP activator,PPARg SRC2 recr,S1P3 antagonist,PPARg SRC-3 ag
COc1cc(/C=N/NC(=O)C(=O)NCc2cccnc2)cc(OC)c1OC,31,.,-0.4,1602,-7,3,2,1,-4,-7,-2
CCOC(=O)c1nn(-c2ccc(F)cc2)c2nc(CC(C)C)c(C#N)c(=O)n12,-9,0.69,0.7,1634,-1,13,5,0.9,11,.,13
COC(=O)c1cccc(NS(=O)(=O)c2ccc(NC(C)=O)cc2)c1C,1,.,3.9,1566,-1,19,-2,0.8,-12,.,0
O=C(Cn1cnc2ccccc2c1=O)OCC(=O)c1ccc2c(c1)OCCO2,-7,-0.0093,1.9,1495,8,1,3,1,-9,2,-2
COc1cccc(C(=O)Nc2ccc(C(=O)O)cc2)c1,-1,.,-0.2,1323,-3,3,8,1,1,-5,0
O=C(O)C1CCC(Cn2c(SCc3cc(=O)n4cc(Cl)ccc4n3)nc3ccsc3c2=O)CC1 (stereo not drawn),-5,1.3,-0.3,1493,-8,7,6,0.9,-2,3,-4
O=C1C2CC=C(Cl)CC2C(=O)N1CC1OCCc2ccccc21 (stereo not drawn),-6,0.59,-0.1,1445,0,25,-4,0.7,8,.,4
COc1cccc(NC(=O)CNC(=O)c2cccs2)c1,-6,0.036,0.0,1595,-5,16,3,0.8,3,-9,8
C=CCSc1nc(C)c(CCCC)c(=O)[nH]1,-1,0.76,-0.5,1453,6,13,18,0.9,12,9,4
CCOc1ccc(NC(=O)CC2C(=O)N(c3ccccc3)C(=O)N2Cc2ccccn2)cc1 (stereo not drawn),6,0.38,0.2,1470,-4,0,10,1,5,.,-13
CCCc1cc(=O)[nH]c(SCC(=O)N(C)CC(=O)Nc2ccccc2CC)n1,-17,.,-0.2,1620,4,3,-8,1,2,4,2
COC(=O)/C=C(\C)NC(=O)c1ccc(F)cc1,-1,.,-14,1490,-1,0,-6,1,1,.,-2
Cc1ccc(CNC(=O)COC(=O)CSc2cc(C)c(Br)cc2C)cc1,-5,.,0.9,1474,-10,-2,-4,1,-1,6,-2
CCS(CC)=NS(=O)(=O)c1ccc(NC(C)=O)cc1,1,.,1.7,1482,8,-5,-21,1.1,-1,.,-1
O=C(CN1C(=O)C2C3C=CC(C3)C2C1=O)Nc1ccc(S(=O)(=O)N2CCCCC2)cc1 (stereo not drawn),2,-0.21,-0.8,1532,-1,10,-2,0.9,0,-8,2
Cc1nn(C)c(C)c1NC(=O)c1cc2nc(-c3ccco3)cc(C(F)(F)F)n2n1,-8,0.4,0.0,1560,6,-8,4,1.1,5,-15,5
O=C(c1ccccc1)N1CCOC12CCN(c1ncc(C(F)(F)F)cc1Cl)CC2,1,0.54,0.0,1445,-1,14,8,0.9,4,.,-9
CCCCNC(=O)c1ccc2c(c1)ncn2C1CCCCC1,-3,.,-3.9,1490,10,-1,6,1,3,25,6
CC(=O)C1=C(C)N(CC2CC2)C(=O)N[C@H]1c1ccc(Br)cc1,-2,-0.24,0.9,1520,-3,-9,4,1.1,-2,-20,-6
CCn1c(SCC(=O)n2c(C)c(C)c3ccccc32)nnc1-c1ccco1,-8,.,2.4,1587,2,12,-6,0.9,6,-28,-3
O=C(Nc1ccc(Br)c(C(F)(F)F)c1)c1ccccc1,61*,-1.4,0.0,1624,4,19,-8,0.8,-2,6,0
O=C1C=CC2C(c3ccc4c(c3)OCO4)CC1N2Cc1ccccc1 (stereo not drawn),100*,.,-0.1,1658,-5,9,-20,0.9,-3,6,-2
Cc1cccc(C)c1NC(=O)C(NC(=O)CN1C(=O)c2ccccc2C1=O)c1ccccc1 (stereo not drawn),-4,.,0.3,1447,0,17,7,0.8,-3,-10,0
CN(C)CCCCCCCCCCC(=O)/C=N/O,99*,.,0.6,1570,9,.,6,.,10,.,3
CCOc1ccc2[nH]c(O)c(NC(C)=O)c2c1,-10,0.018,0.7,1548,4,8,-2,0.9,2,-14,9
CCCCn1c(SCC(=O)Nc2cc(NC(=O)c3ccco3)ccc2C)nc2ccccc2c1=O,40,0.5,2.4,1478,4,-1,3,1,2,22,4
Cc1ccccc1OCC(=O)Nc1nc(C)c(C(=O)N(C)C)s1,-4,0.33,-0.7,1474,1,3,6,1,4,-1,2
CCCc1nc(N)c(C#N)c(N)c1C#N,1,0.19,-1.5,1586,3,19,-6,0.8,4,18,12
N#CC1=C(SCC(=O)NCc2ccccc2)NC(=O)CC1c1ccco1 (stereo not drawn),1,.,2.2,1481,-5,18,-16,0.8,-2,-33,0
O=C(Cn1nc(CNc2ccc(Cl)cc2)[n+]2c1CCCCC2)c1ccc(Br)cc1,59*,-3.7*,0.1,1453,6,21,-21,0.8,-12,-14,-5
COc1cc(C2C(C#N)=C(N)Oc3cc4c(cc32)OCO4)cc(OC)c1OC (stereo not drawn),-3,4.7*,-0.1,1530,2,6,9,0.9,-13,17,0
COc1ncccc1-c1nnn(-c2ccc(C)cc2)n1,-5,.,0.7,1496,-4,15,-2,0.9,-4,1,-1

Random excerpt: 2 compounds from above
canonical_smiles,L major viab,ROMK mod,Redox H2O2 prof,TR-FRET SRC-2 ct,PPARg SRC1 recr,bIAP inhibitor,TLR4 MyD88 comp,bIAP activator,PPARg SRC2 recr,S1P3 antagonist,PPARg SRC-3 ag
O=C(Cn1nc(CNc2ccc(Cl)cc2)[n+]2c1CCCCC2)c1ccc(Br)cc1,59*,-3.7*,0.1,1453,6,21,-21,0.8,-12,-14,-5
Cc1ccccc1OCC(=O)Nc1nc(C)c(C(=O)N(C)C)s1,-4,0.33,-0.7,1474,1,3,6,1,4,-1,2

Further results.
canonical_smiles,L major viab,ROMK mod,Redox H2O2 prof,TR-FRET SRC-2 ct,PPARg SRC1 recr,bIAP inhibitor,TLR4 MyD88 comp,bIAP activator,PPARg SRC2 recr,S1P3 antagonist,PPARg SRC-3 ag
O=C1CCCC2=C1C(c1ccccc1)CC(=O)N2c1ccc(F)cc1F (stereo not drawn),-2,0.89,0.0,1566,-1,2,6,1,-1,-2,-3
COC(=O)c1cc(C(=O)OC)n(Cc2ccc(Cl)cc2Cl)n1,-3,1.5,1.7,1479,-1,14,-6,0.9,0,.,-5
Cc1nc2ccccc2nc(C)c1=NOCc1cccc(F)c1,4,-0.91,0.7,1464,6,4,-12,1,-2,10,6
O=C(COc1ccccc1)N1c2ccccc2Sc2ccccc21,9,0.083,1.0,1621,2,15,6,0.9,0,-2,-1
CCN1C(=O)C(O)(CC(=O)c2ccccn2)c2ccccc21 (stereo not drawn),1,0.56,0.3,1578,-2,12,-6,0.9,6,.,0
Cc1cc(C)nc(N(C#N)Cc2cccc([N+](=O)[O-])c2)n1,-1,1.1,-0.4,1393,-11,3,8,1,-2,-6,-2
Cc1c(F)cccc1NC(=O)CCC(=O)O,0,.,2.8,1497,1,-1,-11,1,2,-5,-3
Cc1ccccc1-c1cc(-c2ccccc2O)n[nH]1,19,.,-0.1,1322,-5,-10,-11,1.1,1,0,-7
COc1cccc(N2C(=O)C3CC=C(Cl)CC3C2=O)c1 (stereo not drawn),-7,.,0.2,1307,6,7,-8,0.9,6,-8,-11
O=C(Cc1c(O)c2ccccc2[nH]c1=O)NCc1ccc(F)cc1,-4,.,-2.9,1556,7,5,1,1,4,-22,3
O=C(c1ccccc1SCc1ccc(F)cc1)N1CCOCC1,-4,0.22,-0.4,1477,-5,1,-11,1,7,5,3
COc1cccc(C(c2sc3nc(C)nn3c2O)N2CCC3(CC2)OCCO3)c1 (stereo not drawn),-5,.,0.8,1644,-3,13,5,0.9,7,-12,-5
CCS(=O)(=O)c1ccc2c(c1)N(S(=O)(=O)c1ccc(C)cc1)CC(C(=O)O)O2 (stereo not drawn),-6,1.8,-0.4,1360,-1,-20,5,1.2,-5,-10,1
CCCCn1c(=S)[nH]c2ccccc2c1=O,-2,0.53,-0.3,1459,2,9,-14,0.9,1,5,-3
COCC(=O)Nc1ccc([N+](=O)[O-])cc1OC,-8,0.5,-0.6,1424,10,-4,-2,1,-1,1,6
O=C(NCCO)c1cc([N+](=O)[O-])cc2c1C=Cc1ccccc1O2,95*,0.84,-0.5,1607,-2,0,-12,1,3,-7,1
O=C(c1ccccc1S(=O)(=O)NCc1ccccc1)N1CCCC1,-5,.,-1.5,.,.,-11,.,1.1,.,14,.
Cc1c(C(=O)N2CCc3ccccc3C2)oc2ccc(S(=O)(=O)N3CC(C)CC(C)C3)cc12 (stereo not drawn),1,0.018,1.0,1659,4,15,-4,0.9,9,-40,6
O=C(NCc1ccccc1)/C(=C/c1ccco1)NC(=O)c1ccco1,-4,0.83,-0.2,1578,-5,-1,-8,1,-8,-24,-2
O=C1CC(c2ccc(Cl)cc2)n2nc(N3C(=O)c4ccccc4C3=O)nc2N1 (stereo not drawn),-5,.,2.1,1552,-2,-17,5,1.2,0,-24,7
S=C(Nc1ccc(Cl)cc1)c1nc2ccccc2[nH]1,88*,0.05,-0.5,1563,4,-2,18,1,5,-8,-1
COc1ccc2c(CC(=O)N3CCc4ccccc43)coc2c1,-1,-0.44,0.0,1411,-5,16,11,0.8,-5,.,2
COc1ccc(S(=O)(=O)NC(N)=NCCc2ccc(OC)c(OC)c2)cc1,-1,0.014,0.3,1576,3,1,-18,1,-4,-20,2

Rows are unselected, and some 11% of all compounds hit somewhere here.
